High-throughput results from PubChem.
SKKanGAS inh: inhibitors of SKKanGAS S. pyogenes growth in kanamycin (SK-promoter or general growth effect) | inhibition, % at 7.5 µM | actives 1.3% (n = 300,000) | BacTiter-Glo, 6 h | AID 1662;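 active means mean replicate score, as percent of positive control median, at least 50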;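 further: strain carries kanamycin resistance gene driven by streptokinase promoter and grows in 40 µg/ml kanamycin; loss of luminescence reflects streptokinase promoter inhibition or plain growth inhibition; 0% = median of DMSO wells and 100% = positive control at its reference dose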
MrgX1 antagonist: antagonists of human MrgX1 receptor; Q96LB2; MRGX1-HEK293 calcium flux, Fluo-4, BAM8-22 antagonism; stronger effect = lower value; B-score at 10 µM; actives 1.3% (n = 310,000); AID 588676;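 active means calcium-response B-score plate-corrected more than 3 library SD below zero, starting fluorescence within 5 deviations, no agonist response on first addition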;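 further: peak minus trough fluorescence over baseline after final BAM8-22 challenge near maximal dose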
Target sequence (Q96LB2 whole entry, looked up): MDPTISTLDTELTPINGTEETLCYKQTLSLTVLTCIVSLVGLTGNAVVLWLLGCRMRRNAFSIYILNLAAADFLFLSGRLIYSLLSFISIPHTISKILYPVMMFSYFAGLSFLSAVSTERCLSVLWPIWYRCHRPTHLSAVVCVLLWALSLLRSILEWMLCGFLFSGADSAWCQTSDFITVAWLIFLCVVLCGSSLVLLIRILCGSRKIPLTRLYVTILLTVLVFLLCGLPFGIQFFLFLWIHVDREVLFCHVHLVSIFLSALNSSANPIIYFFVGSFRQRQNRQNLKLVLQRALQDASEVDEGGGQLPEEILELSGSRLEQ
TRPC4 inh: inhibitors of mouse TRPC4 channel | B-score at 10 µM | HEK293 TRPC4beta/mu-opioid, DAMGO-evoked Fluo4 calcium flux; stronger effect = lower value | actives 0.39% (n = 300,000);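 active means B-score over 3 SD under the library average, no early fluorescence shift, positive overall ratio signal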
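Assay system: HEK293 cells with stable TRPC4beta plus mu-opioid receptor expression. Dosing: single dose. Measured by: Fluo4 Ca2+ flux fluorescence. Also added: DAMGO in two steps, submaximal then maximal. Read-out: B score from integrated Fluo4 fluorescence ratio.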
KLF5 inhibitor: inhibitors of KLF5 expression. inhibition, % at 5 µM. DLD-1 KLF5 promoter-luciferase reporter, luminescence. AID 1700. actives 0.23% (n = 290,000);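 active means inhibition above a per-plate limit of that plate's mean compound inhibition plus 3 SD, cut at about 60% in these data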;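 further: 0% = DMSO wells and 100% = LY294002 at 200 µM; higher means less KLF5 promoter-driven luciferase light; inactives centre near -14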
aSyn 5UTR inh: MLPCN primary screen, SNCA 5' untranslated region; alpha-synuclein 5'UTR reporter, inhibitor activity; inhibition, % (tested at 7.5 µM); actives 0.82% (n = 300,000); AID 1813; in the data active means inhibition above about 60%;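 further: H4 neuroglioblastoma cells stably carrying SNCA 5'UTR luciferase fusion; 0% = DMSO wells and 100% = positive control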
TRPC6 activator: activators of mouse TRPC6 channel | actives 0.13% (n = 310,000) | HEK293-TRPC6 membrane potential dye fluorescence; stronger effect = higher value | B-score at 10 µM;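 active means B-score of the integrated fluorescence ratio above library mean plus 3 SD, and starting fluorescence ratio within library mean plus 5 SD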;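 further: higher score means more depolarization so channel activation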
TRPC4 potent: TRPC4 (mouse) allosteric potentiation; Q9QUQ5; AID 2227; actives 0.42% (n = 310,000); HEK293 TRPC4beta/mu-opioid, DAMGO EC20, Fluo-4 Ca2+ flux; stronger effect = higher value; B-score at 10 µM;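 active means B-score of calcium response area above 5 SD of library B-scores, with initial fluorescence ratio within 5 SD of library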;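 further: B-score of integrated fluorescence ratio over time as area under calcium response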
TRPC6 inh: inhibitors of mouse TRPC6 channel. Q61143. HEK293-TRPC6, membrane potential dye, ACh-evoked depolarization; stronger effect = lower value. B-score at 10 µM. actives 1.1% (n = 310,000). AID 2553;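 active means B-score under library mean minus 3 SD, initial fluorescence not abnormally high, positive integrated signal ratio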;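 further: B-score derived from integrated fluorescence ratio over the kinetic read; more negative B-score means stronger inhibition of depolarization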
IEC-6 cytotox: counter-screen for KLF5 inhibitors: cytotoxicity in IEC-6 cells; inhibition, % at 5 µM; IEC-6 cytotoxicity, luminescence viability; actives 0.78% (n = 290,000); in the data active means inhibition above about 22%;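 further: 0% = plate median of test compound wells and 100% = cytotoxic reference compound wells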
TRPC4 act: TRPC4 (mouse) channel activation. HEK293 TRPC4beta/mu-opioid, Fluo4 calcium fluorescence; stronger effect = higher value. B-score at 10 µM. actives 0.49% (n = 310,000). AID 2237;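 active means B-score above 5 SD of library B-scores, and initial fluorescence ratio not above library mean plus 5 SD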;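 further: positive B-score marks a calcium rise read as TRPC4 activation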
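Incubation: 45 min room-temperature Fluo4 loading, 110 s read / System: HEK293 cells stably co-expressing mouse TRPC4beta and mu-opioid receptor / Signal: Fluo4 fluorescence, kinetic / Control set: buffer (low) and maximal DAMGO (high) / Measure: integrated baseline-normalised fluorescence ratio, converted to per-well B score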
HIF act: HIF pathway transcriptional activation. AID 1910. actives 0.32% (n = 300,000). activation, % at 7.5 µM (by protocol). U2OS HRE-luciferase reporter, luminescence; normalized: DMSO 0%, desferrioxamine 100%;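 active means mean activation of at least 10% of the iron chelator positive control signal, with at least half of replicates also reaching 10%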
* marks the source's active call; other numbers are inactive results. Random draw from the library. About 5.8% of those tested had a hit in this group.

`O=C(CCN1C(=O)c2ccccc2C1=O)NCc1ccc(F)cc1` gave SKKanGAS inh 0, MrgX1 antagonist inactive, TRPC4 inh inactive, KLF5 inhibitor 9, aSyn 5UTR inh 12, TRPC6 activator inactive, TRPC4 potent inactive, TRPC6 inh inactive, IEC-6 cytotox 4, TRPC4 act inactive and HIF act 1.6.
Screening Cc1cc(C(=O)Nc2ccc3nc(C)sc3c2)c2ccccc2n1 returned SKKanGAS inh 1, MrgX1 antagonist inactive, TRPC4 inh inactive, KLF5 inhibitor -21, aSyn 5UTR inh -13, TRPC6 activator inactive, TRPC4 potent inactive, TRPC6 inh inactive, IEC-6 cytotox 2, TRPC4 act inactive and HIF act -0.2.
For N=C1/C(=C/c2cccn2CCOc2ccccc2)C(=O)N=C2SC=C(c3ccccc3)N12 the results were SKKanGAS inh 12, MrgX1 antagonist inactive, TRPC4 inh inactive, KLF5 inhibitor -9, aSyn 5UTR inh 3, TRPC6 activator inactive, TRPC4 potent inactive, TRPC6 inh inactive, IEC-6 cytotox 6, TRPC4 act inactive and HIF act 1.4.
Screening CC(OC(=O)c1cc(=O)[nH]c2ccccc12)C(=O)NC1CCCCC1C (stereo not drawn) returned SKKanGAS inh 15, MrgX1 antagonist inactive, TRPC4 inh inactive, aSyn 5UTR inh 13, TRPC6 activator inactive, TRPC4 potent inactive, TRPC6 inh inactive, TRPC4 act inactive and HIF act -37.
`Cc1nccn1CCCN1C(=O)CNC1=S` gave SKKanGAS inh -6, MrgX1 antagonist inactive, TRPC4 inh inactive, KLF5 inhibitor -2, aSyn 5UTR inh -4, TRPC6 activator inactive, TRPC4 potent inactive, TRPC6 inh inactive, IEC-6 cytotox -3, TRPC4 act inactive and HIF act 0.1.
For Cc1ccc(C(=O)c2ccccc2C(=O)OCC(=O)NCCc2ccccc2)cc1 the results were SKKanGAS inh 1, MrgX1 antagonist inactive, TRPC4 inh inactive, KLF5 inhibitor -29, aSyn 5UTR inh -12, TRPC6 activator inactive, TRPC4 potent inactive, TRPC6 inh inactive, IEC-6 cytotox -1, TRPC4 act inactive and HIF act -0.1.
`O=C(Nc1ccccc1-c1ccccc1)NC1CC2CCCC(C1)N2CCc1ccccc1` (stereo not drawn) gave SKKanGAS inh -3, MrgX1 antagonist inactive, TRPC4 inh inactive, KLF5 inhibitor 9, aSyn 5UTR inh 1, TRPC6 activator inactive, TRPC4 potent inactive, TRPC6 inh -7*, IEC-6 cytotox 2, TRPC4 act inactive and HIF act -0.5.
For COc1ccc(N2CCN(C(=O)CNS(=O)(=O)c3ccc(C)c(C)c3)CC2)cc1 the results were SKKanGAS inh -2, MrgX1 antagonist inactive, TRPC4 inh inactive, KLF5 inhibitor 14, aSyn 5UTR inh 21, TRPC6 activator inactive, TRPC4 potent inactive, TRPC6 inh inactive, IEC-6 cytotox -8, TRPC4 act inactive and HIF act -0.8.
For C=CCNC(=O)CN1CCC(c2nc3ccccc3[nH]2)CC1 the results were SKKanGAS inh 2, MrgX1 antagonist inactive, TRPC4 inh inactive, KLF5 inhibitor 7, aSyn 5UTR inh 17, TRPC6 activator inactive, TRPC4 potent inactive, TRPC6 inh inactive, IEC-6 cytotox 2, TRPC4 act inactive and HIF act -0.9.
CNC(=O)c1[nH]cnc1C(=O)Nc1ccc(C)cc1 was read as SKKanGAS inh 5, MrgX1 antagonist inactive, TRPC4 inh inactive, KLF5 inhibitor -19, aSyn 5UTR inh -35, TRPC6 activator inactive, TRPC4 potent inactive, TRPC6 inh inactive, IEC-6 cytotox 5, TRPC4 act inactive and HIF act 1.7.
`O=C1c2ccccc2S(=O)(=O)N1CC1CC(c2ccccc2Cl)=NO1` (stereo not drawn) gave SKKanGAS inh -5, MrgX1 antagonist inactive, TRPC4 inh inactive, KLF5 inhibitor -157, aSyn 5UTR inh -81, TRPC6 activator inactive, TRPC4 potent inactive, TRPC6 inh inactive, IEC-6 cytotox -7, TRPC4 act inactive and HIF act 1.3.
`CC(C(=O)NN=C(c1ccccc1)c1ccccc1)N1CCOCC1` (stereo not drawn) gave SKKanGAS inh -3, MrgX1 antagonist inactive, TRPC4 inh inactive, KLF5 inhibitor -41, aSyn 5UTR inh 6, TRPC6 activator inactive, TRPC4 potent inactive, TRPC6 inh inactive, IEC-6 cytotox 1, TRPC4 act inactive and HIF act -0.4.
`Cc1ccc(S(=O)(=O)N(NC2=NS(=O)(=O)c3ccccc32)C(=O)c2ccccc2)cc1` gave SKKanGAS inh 10, MrgX1 antagonist inactive, TRPC4 inh inactive, KLF5 inhibitor -27, aSyn 5UTR inh 10, TRPC6 activator inactive, TRPC4 potent inactive, TRPC6 inh inactive, IEC-6 cytotox -4, TRPC4 act inactive and HIF act 0.8.
`O=C(CN1C(=O)c2ccccc2C1=O)Nc1cccnc1` gave SKKanGAS inh -4, MrgX1 antagonist inactive, TRPC4 inh inactive, KLF5 inhibitor -10, aSyn 5UTR inh 13, TRPC6 activator inactive, TRPC4 potent inactive, TRPC6 inh inactive, IEC-6 cytotox 0, TRPC4 act inactive and HIF act -0.3.
For CNc1ccncc1S(=O)(=O)NC the results were SKKanGAS inh -6, MrgX1 antagonist inactive, TRPC4 inh inactive, KLF5 inhibitor -1, aSyn 5UTR inh 16, TRPC6 activator inactive, TRPC4 potent inactive, TRPC6 inh inactive, IEC-6 cytotox 9, TRPC4 act inactive and HIF act -0.3.
`COc1ccc(-n2nc3cc(N)c(Br)cc3n2)cc1` gave SKKanGAS inh 1, MrgX1 antagonist inactive, TRPC4 inh inactive, KLF5 inhibitor -121, aSyn 5UTR inh -164, TRPC6 activator inactive, TRPC4 potent inactive, TRPC6 inh inactive, IEC-6 cytotox 14, TRPC4 act inactive and HIF act -0.1.
Screening Cc1ccc(C)c(Cn2c(=O)n(-c3ccc(CC(=O)NCc4ccco4)cc3)c(=O)c3sccc32)c1 returned SKKanGAS inh 2, MrgX1 antagonist inactive, TRPC4 inh inactive, KLF5 inhibitor 6, aSyn 5UTR inh 16, TRPC6 activator inactive, TRPC4 potent inactive, TRPC6 inh inactive, IEC-6 cytotox 3, TRPC4 act inactive and HIF act 0.0.
Cc1ccc(-n2sc3ccccc3c2=O)cc1S(=O)(=O)N1CCCCC1 was read as SKKanGAS inh 90*, MrgX1 antagonist inactive, TRPC4 inh inactive, KLF5 inhibitor 0, aSyn 5UTR inh -34, TRPC6 activator inactive, TRPC4 potent inactive, TRPC6 inh inactive, IEC-6 cytotox -4 and TRPC4 act inactive.
CCOc1ccc(NC(C)=O)cc1 was read as SKKanGAS inh -6, MrgX1 antagonist inactive, TRPC4 inh inactive, KLF5 inhibitor 3, aSyn 5UTR inh -19, TRPC6 activator inactive, TRPC4 potent inactive, TRPC6 inh inactive, IEC-6 cytotox -7, TRPC4 act inactive and HIF act 0.1.
Screening NC(=O)CC[C@H](NC(=O)c1ccc(F)cc1)C(=O)OCC(=O)Nc1ccc(N2CCOCC2)cc1 returned SKKanGAS inh 3, MrgX1 antagonist inactive, TRPC4 inh inactive, KLF5 inhibitor -4, aSyn 5UTR inh -28, TRPC6 activator inactive, TRPC4 potent inactive, TRPC6 inh inactive, IEC-6 cytotox 0, TRPC4 act inactive and HIF act -0.3.
CCC1CCCCN1C(=O)CSc1nnc(-c2ccc(Cl)s2)o1 (stereo not drawn) was read as SKKanGAS inh -1, MrgX1 antagonist inactive, TRPC4 inh inactive, KLF5 inhibitor -52, aSyn 5UTR inh -62, TRPC6 activator inactive, TRPC4 potent inactive, TRPC6 inh inactive, IEC-6 cytotox -3, TRPC4 act inactive and HIF act 2.1.
Screening CCOc1ccc(Oc2nc(NCC(C)C)nc(N(C)C)n2)nn1 returned SKKanGAS inh 0, MrgX1 antagonist inactive, TRPC4 inh inactive, KLF5 inhibitor -7, aSyn 5UTR inh 39, TRPC6 activator inactive, TRPC4 potent inactive, TRPC6 inh inactive, IEC-6 cytotox 4, TRPC4 act inactive and HIF act -0.4.
Screening CCOC(=O)c1cnc2c(ccc3ccccc32)c1N returned SKKanGAS inh -6, MrgX1 antagonist inactive, TRPC4 inh inactive, KLF5 inhibitor -140, aSyn 5UTR inh -126, TRPC6 activator inactive, TRPC4 potent inactive, TRPC6 inh inactive, IEC-6 cytotox 2, TRPC4 act inactive and HIF act 6.4.
`c1ccc(-n2nnnc2-c2cnc(-c3ccncc3)nc2-c2cccs2)cc1` gave SKKanGAS inh -5, MrgX1 antagonist inactive, TRPC4 inh inactive, KLF5 inhibitor -2, aSyn 5UTR inh -3, TRPC6 activator inactive, TRPC4 potent inactive, TRPC6 inh inactive, IEC-6 cytotox -5, TRPC4 act inactive and HIF act -1.0.
For CCC1=C(OC(=O)N(CC)CC)N2C(=O)OC(=NCCc3c[nH]c4ccccc34)[C@]2(C)[C@H]2C1=CC[C@H]1C(=O)N(C)C(=O)[C@H]12 the results were SKKanGAS inh 2, MrgX1 antagonist inactive, TRPC4 inh inactive, aSyn 5UTR inh 22, TRPC6 activator inactive, TRPC4 potent inactive, TRPC6 inh inactive, TRPC4 act inactive and HIF act -0.4.
O=c1[nH]c(C2CCN(S(=O)(=O)c3ccc(S(=O)(=O)NC4CC4)cc3)CC2)nc2c1nnn2Cc1cccc(F)c1 was read as SKKanGAS inh 28, MrgX1 antagonist inactive, TRPC4 inh inactive, KLF5 inhibitor 29, aSyn 5UTR inh 7, TRPC6 activator inactive, TRPC4 potent inactive, TRPC6 inh inactive, IEC-6 cytotox -1, TRPC4 act inactive and HIF act 0.7.
`COc1ccc(-n2ncc3c2CC(C)(C)CC3NC(=O)C2=CC(=O)CC(C)(C)O2)cc1` (stereo not drawn) gave SKKanGAS inh -3, MrgX1 antagonist inactive, TRPC4 inh inactive, KLF5 inhibitor -46, aSyn 5UTR inh 7, TRPC6 activator inactive, TRPC4 potent inactive, TRPC6 inh inactive, IEC-6 cytotox 9, TRPC4 act inactive and HIF act -0.1.
CC(C)(C)c1ccc(C2(C)NC(=O)N(CC(=O)c3ccc[nH]3)C2=O)cc1 (stereo not drawn) was read as SKKanGAS inh -3, MrgX1 antagonist inactive, TRPC4 inh inactive, KLF5 inhibitor -18, aSyn 5UTR inh -19, TRPC6 activator inactive, TRPC4 potent inactive, TRPC6 inh inactive, IEC-6 cytotox 3, TRPC4 act inactive and HIF act -0.2.
